# MEX-5 binding: MEX-5 zinc finger RNA-binding disruptors – biochemical, C. elegans, fluorescence polarization, MLPCN library, primary screen | activity score (negative = inhibition of binding), % at 10 µM | MEX-5/FITC-TCR2 RNA binding; active compounds read low | Zinc finger protein mex-5 (Caenorhabditis elegans), Q9XUB2 | hit rate 0.38% among 300,000 | AID 1832, 2009;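 active = inhibition past about -25% in most replicates, and total fluorescence under double the plate's negative control median, limit read from the data; inconclusive = replicates evenly split on the limit, or fluorescence at least double controls; inactive = too little inhibition in most replicates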;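 note: 0% = DMSO and -100% = 5 µM competing unlabeled TCR2 RNA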
# Target sequence (Q9XUB2 whole entry, looked up): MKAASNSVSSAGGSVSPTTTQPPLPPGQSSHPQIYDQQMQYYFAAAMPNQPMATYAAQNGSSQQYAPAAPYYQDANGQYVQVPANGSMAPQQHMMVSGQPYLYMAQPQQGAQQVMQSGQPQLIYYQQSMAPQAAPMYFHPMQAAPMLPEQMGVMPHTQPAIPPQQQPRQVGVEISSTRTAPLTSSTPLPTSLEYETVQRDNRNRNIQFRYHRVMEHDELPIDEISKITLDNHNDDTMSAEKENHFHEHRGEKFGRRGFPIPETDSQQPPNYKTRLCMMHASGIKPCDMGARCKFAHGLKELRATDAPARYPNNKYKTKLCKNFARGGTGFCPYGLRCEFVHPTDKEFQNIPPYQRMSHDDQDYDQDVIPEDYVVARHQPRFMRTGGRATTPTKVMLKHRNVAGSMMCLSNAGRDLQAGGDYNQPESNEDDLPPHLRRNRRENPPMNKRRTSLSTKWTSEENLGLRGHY
# Fam108B counter: mouse Fam108B serine hydrolase inhibitors, primary screen, counter-screen for RBBP9 inhibitor project, biochemical, fluorescence polarization; recombinant Fam108B, FP-Rh probe fluorescence polarization; inhibition, % at 9.51 µM; hit rate 0.33% among 300,000; AID 1947, 2009;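 active = inhibition above the screen mean inhibition plus 3 SD, computed separately per campaign, cut at about 18% in these data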;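 note: inhibitors lower polarization as less probe binds the enzyme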
# ZTA counter: counter-screen for EBNA-1 inhibitors: inhibitors of Epstein-Barr virus ZTA | inhibition, % at 11 µM | P03206 | ZTA-DNA binding, fluorescence polarization | hit rate 0.15% among 320,000 | AID 2234; in the data active = inhibition above about 33%
# Target sequence (P03206 whole entry, looked up): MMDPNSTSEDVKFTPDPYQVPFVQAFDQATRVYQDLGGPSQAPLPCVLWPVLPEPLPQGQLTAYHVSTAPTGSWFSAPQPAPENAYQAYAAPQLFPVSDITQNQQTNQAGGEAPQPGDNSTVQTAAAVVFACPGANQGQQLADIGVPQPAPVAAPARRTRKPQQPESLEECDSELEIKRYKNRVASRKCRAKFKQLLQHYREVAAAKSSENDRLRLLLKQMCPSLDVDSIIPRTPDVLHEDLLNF
# GLD-1 RNA inh: GLD-1/TGE RNA complex disruptors, primary screen, biochemical, fluorescence polarization; purified GLD-1 + fluorescein TGE RNA; hit rate 0.44% among 320,000; inhibition, % at 5.96 µM; AID 2280, 2010; Female germline-specific tumor suppressor gld-1 (Caenorhabditis elegans), Q17339;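 active = percent inhibition above a per-plate cutoff, the plate mean of test compounds plus 3 SD, cut at about 30% in these data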;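 note: 0% = DMSO wells with GLD-1 and probe and 100% = wells lacking GLD-1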
# Efflux pump mplx: inhibitors of Candida efflux pumps in yeast, primary screen, S. cerevisiae, Nile Red, multiplex; S. cerevisiae Candida pump triplex; inhibition, % at 10 µM; AID 485275, 2010; hit rate 0.44% among 330,000;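 active = plate passing quality check with inhibition over a set limit, or well fluorescence over plate mean plus 4 SD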;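 note: Nile Red retained in pooled yeast measured as flow cytometry median fluorescence; 0% = buffer negative control and 100% = Enniatin B positive control; higher means more Nile Red kept so more efflux inhibition; some compounds called inactive have numbers as strong as hits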
# BCLXL inh: inhibitors of human Bcl-xL, primary screen, biochemical, fluorescence polarization, HTS; Bcl-2-like protein 1 (Homo sapiens), Q07817; GST-Bcl-xL / FITC-Bim BH3 peptide fluorescence polarization; inhibition, % at 10.9 µM; hit rate 0.7% among 320,000; AID 2129, 2009;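 active = inhibition above the mean of all tested compounds plus 3 SD, cutoff set per campaign, cut at about 30% in these data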;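 note: 0% = DMSO wells and 100% = unlabeled Bim-BH3 peptide competitor; inhibitors lower millipolarization by displacing the labeled peptide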
# Target sequence (Q07817 whole entry, looked up): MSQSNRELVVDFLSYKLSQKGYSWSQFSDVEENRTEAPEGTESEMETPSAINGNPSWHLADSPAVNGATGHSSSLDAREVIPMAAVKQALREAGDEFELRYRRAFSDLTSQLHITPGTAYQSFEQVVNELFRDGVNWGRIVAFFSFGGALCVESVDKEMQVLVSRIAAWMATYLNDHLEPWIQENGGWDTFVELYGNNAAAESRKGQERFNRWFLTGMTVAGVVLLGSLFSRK
# CR mimetic SO: reduction of superoxide in aged yeast, primary screen, HTS; S. cerevisiae aged cells, superoxide DHE fluorescence; active compounds read low; superoxide response (% of plate mean), % at 10 µM; hit rate 0.18% among 330,000;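 active = superoxide response under a set limit, about three screen SD below normal, cut at about 65% in these data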;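 note: yeast aged for seven days with compound at 30 °C before DHE staining; 100% = average MFI of all compound-treated wells on the plate with controls excluded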
# MCL1 BIM primary: inhibitors of MCL1 binding to BIM-BH3, primary screen, biochemical, fluorescence polarization. Induced myeloid leukemia cell differentiation protein Mcl-1 (Homo sapiens), Q07820. GST-MCL1 / FITC-Bim-BH3 fluorescence polarization. inhibition, % at 10.9 µM. hit rate 0.68% among 320,000. AID 2057, 2009;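 active = inhibition above the mean inhibition of all tested compounds plus 3 SD, set per campaign, cut at about 40% in these data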;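 note: 0% = DMSO wells and 100% = unlabeled Bim-BH3 peptide control; higher means more loss of mP so more displacement of Bim peptide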
# EBNA-1 inhibitor: EBNA-1 DNA-binding inhibitors, primary screen, biochemical, fluorescence polarization. hit rate 0.34% among 300,000. inhibition, % at 14.8 µM. AID 1950, 2009; in the data active = inhibition above about 28%
# Starred values were filed as active, the others as inactive; ? = inconclusive; / = no result given; + = active, no number.
no.	smiles	MEX-5 binding	Fam108B counter	ZTA counter	GLD-1 RNA inh	Efflux pump mplx	BCLXL inh	CR mimetic SO	MCL1 BIM primary	EBNA-1 inhibitor
1	CC1(c2nnc(-c3cccc(Cl)c3)o2)CC(c2cccc([N+](=O)[O-])c2)=NO1 (stereo not given)	-2.2	0	-14	7	0.0	8	106	7	9
2	COc1ccccc1N1CCN(C(=S)Nc2ccc3nc(N4CCOCC4)cc(C)c3c2)CC1	-1.6	2	-6	0	0.4	3	110	5	1
3	CNS(=O)(=O)c1ccc(OC)c(-c2nnc3c4ccccc4c(C)nn23)c1	-3.3	1	-7	4	0.1	2	87	-5	1
4	C=CCn1c(=O)c(C(=O)Nc2ccccc2C(=O)OCC)c(O)c2ccccc21	1.8	-2	-4	-3	0.2	2	120	5	0
5	CCn1cc(C(=O)N2CCc3ccccc3C2)c(=O)c2cc(S(=O)(=O)N3CCCCC3)ccc21	-2.1	3	4	-1	-0.5	10	94	11	6
6	O=C(Cc1ccccc1)NC(=S)Nc1cc(C(F)(F)F)ccc1Cl	-0.6	-2	-3	7	-0.1	1	83	11	1
7	CCOc1ccc(N/C=C/C(=O)c2ccccc2)c([N+](=O)[O-])c1	0.7	3	-1	10	0.5	-7	97	-17	5
8	O=C(O)c1ccc(N/N=C/c2cc(Br)cs2)cc1	-1.2	3	-8	-1	0.1	4	113	5	-4
9	Cc1ccc(S(=O)(=O)N2CCC(=O)N2)cc1	0.5	4	-21	-10	-0.1	-9	87	-14	-13
10	O=C(NCC1CCCN(C(=O)c2cc(Cl)ccc2F)C1)c1ccc(F)cc1 (stereo not given)	-1.5	2	-20	-3	-0.1	-5	84	-1	-2
11	COCC(=O)N(Cc1cc2cc(OC)ccc2[nH]c1=O)c1ccccc1OC	0.0	4	1	7	0.1	7	98	3	5
12	Cc1cccc(OCC(=O)N(Cc2nnc(-c3ccccc3Cl)o2)C2CC2)c1	/	/	6	-1	-0.1	6	109	8	/
13	NC(=O)c1sc2nc3c(c(-c4ccco4)c2c1N)CCC3	-1.3	11	-6	2	0.1	18	99	28	-9
14	Cc1nc(N)sc1C(=O)N1N=N1	0.4	2	-9	-4	-0.1	9	98	12	1
15	COc1cc(CN2CCC(C(=O)N3CCCC(C)C3)CC2)cc(OC)c1O (stereo not given)	-1.9	1	17	0	0.0	0	83	2	6
16	CN(C)C(=O)CSc1nnc(CCN)o1	0.1	2	-6	9	0.1	-4	102	-3	1
17	Cc1ccc(NC(=O)c2ccc(OCC3CCCO3)cc2)cc1 (stereo not given)	0.8	5	10	-8	-0.1	-6	95	-22	-1
18	COc1ccc(S(=O)(=O)N2CCC(C(=O)NCc3cccs3)CC2)cc1	-1.7	-1	17	7	0.0	1	97	0	10
19	O=C(/C=C/c1ccco1)Nc1ccccc1C(=O)O	-16	0	10	-7	0.4	14	113	27	-15
20	COc1ccc(-c2nnc(SCC(=O)N(Cc3ccccc3)C(C)(C)C)o2)cc1OC	2.1	-6	-1	7	0.2	2	98	3	8
21	C=CCn1cccc(C(=O)Nc2ccc(C)cc2)c1=O	0.1	-13	-7	-6	0.4	-12	106	-15	-12
22	O=C(/C=C/Nc1ccc([N+](=O)[O-])cc1)c1ccc(Br)cc1	?	-7	-2	1	-0.1	1	91	-2	-3
23	CC1=NN(Cc2c(C)nn(Cc3ccccc3)c2C)C(C)(C)C1	-0.3	0	10	1	0.0	4	104	7	-3
24	NS(=O)(=O)c1ccc(N=Nc2c(=O)[nH]n3c(=O)c4c([nH]c23)CCCC4)cc1	-83*	7	15	-3	0.2	8	106	7	-9
25	C=CCNC(=S)Nc1sc2c(c1C#N)CCCC2	-1.2	-4	20	-3	-0.2	3	98	-3	9

# In a second layout: 4 of the compounds above.
21	C=CCn1cccc(C(=O)Nc2ccc(C)cc2)c1=O
4	C=CCn1c(=O)c(C(=O)Nc2ccccc2C(=O)OCC)c(O)c2ccccc21
15	COc1cc(CN2CCC(C(=O)N3CCCC(C)C3)CC2)cc(OC)c1O (stereo not given)
12	Cc1cccc(OCC(=O)N(Cc2nnc(-c3ccccc3Cl)o2)C2CC2)c1
Assay by compound,21,4,15,12
MEX-5 binding,0.1,1.8,-1.9,/
Fam108B counter,-13,-2,1,/
ZTA counter,-7,-4,17,6
GLD-1 RNA inh,-6,-3,0,-1
Efflux pump mplx,0.4,0.2,0.0,-0.1
BCLXL inh,-12,2,0,6
CR mimetic SO,106,120,83,109
MCL1 BIM primary,-15,5,2,8
EBNA-1 inhibitor,-12,0,6,/

# Continued.
no.	smiles	MEX-5 binding	Fam108B counter	ZTA counter	GLD-1 RNA inh	Efflux pump mplx	BCLXL inh	CR mimetic SO	MCL1 BIM primary	EBNA-1 inhibitor
26	Cc1csc(SCC(=O)NC(C)c2ccccc2)n1 (stereo not given)	4.3	2	9	5	0.0	-2	89	-5	-2
27	COc1cc(CNc2ccc(C)c(C)c2)cc(OC)c1OC	-0.7	-3	-3	6	0.2	-2	101	4	-15
28	CCO[C@@H]1OC(C(=O)N2CCN(Cc3ccccc3)CC2)=C[C@H](c2ccc(Br)cc2)[C@H]1CCCO	-0.2	3	-13	13	/	5	/	8	5
29	c1ccc2c(c1)Nc1cc3ccccc3cc1S2	0.6	4	-10	-7	0.2	0	95	12	-2
30	CCc1ccc2c(c1)C(=O)C(=O)N2CCS(=O)(=O)c1ccccc1	-0.7	3	1	4	0.2	5	100	6	5
31	COCCn1c(SCC(=O)Nc2ccc(C)cc2C)nc2c(oc3ccccc32)c1=O	1.0	-2	-9	-1	-0.2	2	100	3	-1
32	CCN(CC)CC(=O)c1c[nH]c2ccccc12	-0.1	2	-2	1	-0.1	-1	91	-1	3
33	O=C(CSc1ccc2nnc(CCNC(=O)c3ccccc3)n2n1)Nc1ccccc1	3.4	-3	16	2	0.0	3	95	6	4
34	CCC1CN(C(=O)N2CCC(C(=O)NCc3ccccc3OC)CC2)c2cc(C)ccc2O1 (stereo not given)	0.8	1	-5	0	0.1	2	116	-1	-12
35	COC(=O)c1c(NC(NC(C)=O)C(Cl)(Cl)Cl)sc2c1CCCC2 (stereo not given)	1.6	5	4	2	-0.2	3	107	-4	6
36	COc1ccc(S(=O)(=O)N2CCCC2c2cccs2)cc1 (stereo not given)	0.2	0	6	3	0.1	2	107	-10	3
37	O=C(Cn1ccc2ccccc2c1=O)NCCC(=O)N1CCN(c2ccccc2)CC1	3.4	3	4	-1	0.1	6	96	5	-4
38	Cn1cc(CCNC(=O)CC2C(=O)NCCN2Cc2cccc(Oc3ccccc3)c2)cn1 (stereo not given)	-0.8	3	4	6	-0.1	16	102	26	-7
39	Cc1cccc(OCC(=O)Nc2ccc(N3CCN(S(C)(=O)=O)CC3)cc2)c1	/	0	5	6	0.2	1	97	4	3
40	CCc1ccc(OCC(=O)NC(NC(=S)Nc2ccccc2OC)C(Cl)(Cl)Cl)cc1 (stereo not given)	0.1	-12	-5	4	0.1	3	93	11	-1
41	C/C(=N\O)C(=O)Nc1ccccc1	4.0	-5	-8	3	0.0	0	100	-12	1
42	O=C(CNC1CCCCC1)Nc1ccc(S(=O)(=O)N2CCCCC2)cc1	-2.3	2	-5	12	0.0	6	89	3	-4
43	CC(NC(=O)C1CCN(S(=O)(=O)c2cccc3nonc23)CC1)c1ccccc1 (stereo not given)	-2.0	-1	-9	-1	0.0	4	94	2	1
44	Nc1nncn1C(=O)c1ccccc1Cl	2.7	1	-16	16	-0.1	-3	98	-2	9
45	CCOC(=O)c1sc(NC(=O)CCN2CC(C)OC(C)C2)c(C(=O)OCC)c1C (stereo not given)	1.9	-2	-7	8	-0.1	3	102	12	-8
46	c1ccc2c(C3=NNC(=NC4CCCCC4)SC3)c[nH]c2c1	1.7	2	4	-27	-0.1	4	112	-2	9
47	CCc1nnc(NS(=O)(=O)c2ccc(NC(=S)NC(=O)/C=C/c3ccc([N+](=O)[O-])cc3)cc2)s1	-9.1	-2	-1	1	0.0	7	98	2	-3
48	CCCc1nc(SC2CCCC2)c2c(=O)n(C)c(=O)n(C)c2n1	-1.9	-6	0	3	0.1	1	133	+	-4
49	O=C(Nc1ccccc1)c1ccc(OC(=O)c2ccccc2)cc1	0.4	-5	8	5	0.0	7	91	-4	11
50	O=C(CN1C(=O)S/C(=C/c2cc(Br)cs2)C1=O)N1CCOCC1	3.1	3	10	-8	0.1	1	101	10	2

# Additional records follow.
# Screens in order: MEX-5 binding, Fam108B counter, ZTA counter, GLD-1 RNA inh, Efflux pump mplx, BCLXL inh, CR mimetic SO, MCL1 BIM primary, EBNA-1 inhibitor
51. O=C(NCC(=O)N(Cc1cccs1)C(C(=O)NC1CCCCC1)c1ccco1)c1cccs1 (stereo not given)
  -0.5, 2, -18, -1, 0.5, 3, 118, 6, -18
52. O=C(CSc1nnc2c(n1)[nH]c1ccc(F)cc12)OCc1ccccc1
  /, -4, -16, 3, 0.0, 5, 92, 6, -5
53. CCCCc1nnc(SCc2ccc(OCC)cc2)n1N
  -1.8, -3, 10, 6, 0.0, 0, 106, 4, 8
54. COc1ccc(/C=N/NC(=O)c2[nH]c3ccc(C)cc3c2-c2ccccc2)c(C(=O)O)c1OC
  1.6, 4, -3, 3, -0.1, 11, 96, 5, -4
55. CCCn1nnnc1NCc1ccc(Cl)cc1Cl
  4.0, 2, -6, -1, 0.0, 5, 90, -2, -3
56. COc1ccc(C(=O)OCC(=O)NC(=O)NC2CCCC2)c(O)c1
  -0.6, -3, -7, -1, 0.1, 3, 101, -2, -4
57. Cc1ccc(C(=O)OCC(=O)NNC(=O)c2cccs2)c(O)c1
  -2.3, -1, 16, 7, 0.2, 4, 98, 2, 6
58. Cc1ccc(S(=O)(=O)n2cccc2C)cc1
  /, -6, 31, -2, 0.2, 1, 97, 7, 26
59. O=C(O)CN(c1ccccc1)S(=O)(=O)c1cc(C(F)(F)F)cc(C(F)(F)F)c1
  1.6, 1, -28, 8, 0.1, 10, 111, 9, -5
60. Cn1c(=O)c2c(nc(Sc3nc4ccccc4n3CC(=O)N3CCCCC3)n2C)n(C)c1=O
  0.4, -8, -21, -2, 0.6, -16, 106, -17, -8
61. Cc1ccc(S(=O)(=O)N2CCOCC2)cc1C(=O)NCc1ccccc1CN1CCCC1
  /, /, 9, -6, 0.0, -1, 104, -4, /
62. CC(=O)c1ccc(Nc2ccc([N+](=O)[O-])c3nonc23)cc1
  -0.1, -1, 6, 4, 0.0, -35, 104, -104, 4

# Source: PubChem BioAssay (several laboratories)
